Source: PubChem (Broad Institute)
Casp6 inh: inhibitors of human caspase-6; 0.53% of 350,000 active; inhibition, % at 12.5 µM; AID 686996; purified caspase-6, Z-VEID-R110 cleavage fluorescence; P55212;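 active = mean inhibition across replicates at least about 35%, with every replicate also reaching that limit, limit read from the data; inconclusive = only one of the two criteria met; inactive = neither criterion met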;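 also: 0% = median of neutral control wells and 100% = no fluorescence left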
Target sequence (P55212 24-179 limits assumed): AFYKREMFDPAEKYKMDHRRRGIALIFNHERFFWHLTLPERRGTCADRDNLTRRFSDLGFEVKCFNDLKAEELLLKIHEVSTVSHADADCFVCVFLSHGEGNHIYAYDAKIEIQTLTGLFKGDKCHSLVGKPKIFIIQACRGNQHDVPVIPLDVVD
Target sequence (P55212 194-293 limits assumed): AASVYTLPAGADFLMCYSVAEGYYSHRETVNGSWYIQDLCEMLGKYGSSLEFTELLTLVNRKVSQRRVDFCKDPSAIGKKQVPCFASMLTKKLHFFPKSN
E-selectin induc: induces E-selectin expression in human endothelial cells; P16581; HUVEC E-selectin immunofluorescence imaging; normalized: neutral wells 0, TNF-alpha wells 100; activation, % at 7.58 µM; 0.37% of 260,000 active; AID 686992;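 active = mean E-selectin-positive cell signal at least 10% of the positive control, reached in at least 60% of replicates, without over 20% cell loss; inconclusive = no rule given, readout overlaps actives, possibly toxicity-flagged; inactive = the rest, including those meeting only one limit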;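 also: in these data hits start at about 27%; measured in HUVEC primary endothelial cells; signal is the percent of cells scored E-selectin positive by PE staining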
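Material: HUVEC primary endothelial cells; Amount: 3,000 cells per well; Dosing: single concentration; Medium: EGM-2 growth medium on 0.1% gelatin-coated wells; Read-out basis: percent E-selectin-positive cells; Signal: immunofluorescence imaging; Control set: TNF-alpha, DMSO.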
PglD inh: inhibitors of Campylobacter jejuni PglD acetyltransferase; purified PglD enzyme, DTNB colorimetric CoA detection; inhibition, % at 12.5 µM; 0.098% of 360,000 active; AID 602405; in the data active = inhibition above about 16%, passing the limit was not always enough; inconclusive = no clear call, values can overlap the other calls; also: strong numbers were not always called active
ERp5 inh: inhibitors of human ERp5. ERp5 insulin aggregation, absorbance 650 nm, 90 min. inhibition, % at 9.99 µM. 0.05% of 350,000 active. AID 651711;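 active = mean replicate inhibition above about 25%, with every replicate also reaching it, limit read from the data, passing the limit was not always enough; inconclusive = only one of those two criteria met; inactive = neither criterion met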
Target sequence (Q15084 whole entry, looked up): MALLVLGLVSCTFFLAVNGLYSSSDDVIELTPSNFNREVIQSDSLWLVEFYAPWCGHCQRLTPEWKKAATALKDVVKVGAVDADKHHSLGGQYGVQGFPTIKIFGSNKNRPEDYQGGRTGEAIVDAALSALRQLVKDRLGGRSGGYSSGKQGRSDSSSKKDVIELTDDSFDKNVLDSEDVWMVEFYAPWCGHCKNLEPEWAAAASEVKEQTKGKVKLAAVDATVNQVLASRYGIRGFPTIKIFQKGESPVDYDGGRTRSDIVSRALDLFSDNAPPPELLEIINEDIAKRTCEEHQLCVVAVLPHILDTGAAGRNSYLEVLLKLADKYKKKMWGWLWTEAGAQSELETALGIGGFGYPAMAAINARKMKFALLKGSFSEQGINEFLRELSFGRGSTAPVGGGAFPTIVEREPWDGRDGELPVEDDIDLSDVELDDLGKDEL
esBAF inh: blocks esBAF chromatin remodeling in mouse ES cells | reporter increase, % at 12.5 µM | Bmi1-luciferase knock-in reporter, 24 h; 100% = twice the neutral-well signal | AID 602393 | 2% of 350,000 active; in the data active = activation above about 40%; inconclusive = no clear call, values can overlap the other calls;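 also: 0% = median of the plate's neutral control wells and 100% = double that signal; a rise in the Bmi1 reporter signal indicates esBAF inhibition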
RAD52 anneal inh: RAD52 (human) annealing inhibition; P43351; recombinant RAD52 DNA annealing, FRET fluorescence; inhibition, % at 18.7 µM; 0.46% of 360,000 active;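 active = every replicate showing at least 50% inhibition; inconclusive = mean inhibition at least 50% but not in every replicate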
RAD54 branch: RAD54 (human) branch migration inhibition | 0.14% of 360,000 active | AID 602329 | RAD54 Holliday junction branch migration, FAM/BHQ fluorescence | inhibition, % at 10.4 µM | Q92698;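 active = mean normalized replicate activity at least 40 and at least half of replicates scoring 40 or more; inconclusive = only one of the two criteria met; inactive = mean below 40 and under half of replicates reaching 40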;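 also: 0% = median of neutral control wells and 100% = median of positive control wells; inhibitors cause a drop in the FAM fluorescence signal; in these data hits start at about 50%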
ARNT TACC3 PPI: disrupts binding between human ARNT and TACC3; AlphaScreen His-ARNT PAS-B/GST-TACC3 binding, luminescence; TACC3 fragment carries E629A point mutation; inhibition, % at 9.99 µM; 0.66% of 390,000 active;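 active = mean inhibition of replicates at least 50% and at least half of replicates each reaching 50%; inconclusive = half or more replicates reach 50% but mean below 50%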;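 also: 0% = complete ARNT plus TACC3 wells and 100% = ARNT alone without TACC3; many hits fall short of the cut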
The depositor's hits bear a star; u = inconclusive; x = not tested or not shown.

SMILES	Casp6 inh	E-selectin induc	PglD inh	ERp5 inh	esBAF inh	RAD52 anneal inh	RAD54 branch	ARNT TACC3 PPI
COc1ccc(NC(=O)Nc2ccc3c(c2)C(=O)N([C@H](C)CO)C[C@H](C)[C@H](CN(C)C(=O)Nc2ccc4c(c2)OCO4)O3)cc1	x	-2.6	-1	x	33	x	5	7
CCCCN(C(=O)C1CCN(C(=O)c2ccccc2C)CC1)c1c(N)n(CC(C)C)c(=O)[nH]c1=O	2	-0.3	1	-8	5	11	-7	12
COc1ccc2nc(C)cc(Sc3nc4ccccc4s3)c2c1	-1	x	-2	-9	8	-14	6	-4
CCc1ccc(-c2ccc3nnc(SC)n3n2)cc1	1	x	-2	-2	11	-9	8	2
COc1cc(OC)c(OC)cc1CNc1nnnn1C	-2	1.2	-6	3	0	-11	8	0
CCCCC(=O)N1CCN(c2nc(-c3ccc(F)cc3)cs2)CC1	-2	-0.1	0	1	7	-9	6	0
CC(=O)Nc1nc(NC(=O)C(Cl)(Cl)Cl)n(-c2ccccc2)n1	-1	4.5	x	7	-4	-22	x	21
O=C(Cn1cc([N+](=O)[O-])cn1)Nc1ccn(Cc2c(F)c(F)c(F)c(F)c2F)n1	1	x	2	-1	2	7	11	-15
COc1ccccc1N(Cc1cc2ccc(C)cc2[nH]c1=O)C(C)=O	0	x	5	-6	-1	-13	-4	-4
COc1ccc(C(C(=O)OC(C)CN(C)C)c2ccccc2)cc1 (centres undefined)	x	x	-2	x	-2	x	2	0
Cc1ccc(/C=C2/NC(=O)[C@H](C)NC2=O)cc1	9	0.0	1	0	16	-4	-9	4
S=c1[nH]nc(-c2cccs2)n1/N=C/c1c(Cl)cccc1Cl	2	x	x	-1	x	1	x	-11
O=C(Nc1ccc(N2CCN(C(=O)c3cccs3)CC2)cc1)c1ccccc1Cl	0	0.5	1	3	-4	-17	-7	4
CN(C)CC#Cc1cccc(-c2nc(C(=O)N3CCN(C)CC3)cc3c2[C@@H](CCO)N(S(=O)C(C)(C)C)C3)c1 (some centres undefined)	6	x	5	0	-4	-13	0	-2
CCCN(C)C[C@@H]1Oc2cc(C#Cc3ccccc3OC)ccc2S(=O)(=O)N([C@H](C)CO)C[C@@H]1C	2	0.0	0	5	-9	-9	-4	20
C[C@H](CO)N1C[C@H](C)[C@@H](CN(C)CC2CCCCC2)OCc2ccccc2-c2c(n(C)c3ccccc23)C1=O	1	4.7	x	0	x	29	x	x
COCCCNC(=O)[C@H](Cc1ccccc1)NC(=O)CC[C@H]1O[C@@H](n2ccc(=O)[nH]c2=O)[C@H](O)[C@@H]1O	0	-0.3	7	0	-3	-18	-5	x
CCCCC[C@H](C)N1C[C@@H](COCc2ccccc2)Oc2cc(N3CCC[C@H]3CO)ccc2S1(=O)=O	1	0.0	x	2	x	-5	x	x
CN1CCN(/C(=N\S(=O)(=O)c2ccc(F)cc2)c2ccccc2)CC1	x	x	-2	x	-2	x	3	-7
CCO[C@H]1OC(C(=O)NCc2nc3ccccc3[nH]2)=C[C@@H](C2CC2)[C@@H]1CCCO	1	0.9	-2	2	3	-7	-1	x
Cc1ccc(CNC(=O)CCS(=O)(=O)c2ccc(Br)cc2)cc1	-1	0.7	x	2	x	-11	x	-4
N#Cc1cccnc1Nc1ccc(Cl)cc1	0	0.2	-2	-9	-1	7	-4	x
N#C[C@H]1[C@H](c2ccc(-c3cncnc3)cc2)[C@@H](CO)N1C(=O)Cc1ccccc1	0	-0.2	4	15	1	-35	-9	7
COc1cc(C2(c3ccc(O)c(OC)c3)C(=O)Nc3c(C)cc(Br)cc32)ccc1O	9	x	-9	1	-7	-7	-12	-1
Cc1noc(C)c1NC(=O)N(C)C[C@H]1Oc2ccc(NC(=O)NC3CCCCC3)cc2CC(=O)N([C@@H](C)CO)C[C@@H]1C	3	1.0	10	1	-3	-4	6	1
CCn1nnc(-c2ccccc2NS(=O)(=O)c2ccc(S(=O)(=O)N(C)C3CCCCC3)cc2)n1	x	x	2	x	2	x	3	-10
Cc1ccccc1CS(=O)(=O)Cc1ccc(C(=O)NCCCN2CC(C)CC(C)C2)o1 (centres undefined)	-1	-2.4	-2	-1	x	0	-5	0
CCCCNc1c(-c2cccc(-c3cc(C(C)=O)cs3)c2)nc2ccc(C)cn12	2	3.2	0	-3	3	1	-9	-2
CN1CCN(CC(=O)O)CC1	x	x	5	x	-3	x	-9	1
CN(C)C(=O)C[C@@H]1CC[C@H]2[C@@H](COC[C@H](O)CN2Cc2nccs2)O1	1	0.0	0	-2	-6	-7	5	-8

An excerpt from above in order of formula weight, descending.
SMILES	Casp6 inh	E-selectin induc	PglD inh	ERp5 inh	esBAF inh	RAD52 anneal inh	RAD54 branch	ARNT TACC3 PPI
C[C@H](CO)N1C[C@H](C)[C@@H](CN(C)CC2CCCCC2)OCc2ccccc2-c2c(n(C)c3ccccc23)C1=O	1	4.7	x	0	x	29	x	x
CCCCC[C@H](C)N1C[C@@H](COCc2ccccc2)Oc2cc(N3CCC[C@H]3CO)ccc2S1(=O)=O	1	0.0	x	2	x	-5	x	x
COc1cc(C2(c3ccc(O)c(OC)c3)C(=O)Nc3c(C)cc(Br)cc32)ccc1O	9	x	-9	1	-7	-7	-12	-1
CCCCNc1c(-c2cccc(-c3cc(C(C)=O)cs3)c2)nc2ccc(C)cn12	2	3.2	0	-3	3	1	-9	-2
CCO[C@H]1OC(C(=O)NCc2nc3ccccc3[nH]2)=C[C@@H](C2CC2)[C@@H]1CCCO	1	0.9	-2	2	3	-7	-1	x
Cc1ccc(CNC(=O)CCS(=O)(=O)c2ccc(Br)cc2)cc1	-1	0.7	x	2	x	-11	x	-4
CN1CCN(/C(=N\S(=O)(=O)c2ccc(F)cc2)c2ccccc2)CC1	x	x	-2	x	-2	x	3	-7

Next results follow.
SMILES	Casp6 inh	E-selectin induc	PglD inh	ERp5 inh	esBAF inh	RAD52 anneal inh	RAD54 branch	ARNT TACC3 PPI
CC1CC(C)(C)N(C(=O)CSc2ccc(-c3ccc(F)cc3)nn2)c2ccccc21 (centres undefined)	0	x	-6	-5	-4	-4	-8	-2
CC=Cc1ccc2n(c1=O)C[C@H]1[C@H](CO)[C@@H](C(=O)NCCCN(C)C)N(Cc3cocn3)[C@@H]21 (mixture of isomers)	1	-0.1	1	-6	-1	4	-3	-8
O=C(Nc1nnc(-c2ccccc2)o1)c1cccc(S(=O)(=O)N2CCOCC2)c1	3	-0.2	-6	-4	14	-9	-2	42
CC(=O)Nc1ccc(C(=O)NC2CCCC2)cc1	3	x	2	-3	4	-11	-5	x
NS(=O)(=O)c1ccc(NC(=O)CCC(=O)O)cc1	-2	1.5	4	0	-1	-8	7	x
CCN(CC)C(=O)Cc1c(OC)ccc2cc(Br)ccc12	-1	1.3	8	0	-1	-2	4	-1
Cc1ccc(S(=O)(=O)Nc2ccc3c(c2)CC(=O)N([C@@H](C)CO)C[C@H](C)[C@H](CN(C)C)O3)cc1	1	-0.7	3	-4	0	-5	-4	-3
CN1CCN(C(=O)c2cc([N+](=O)[O-])ccc2Cl)CC1	1	x	-5	-8	-1	-15	-17	-5
C=CCNC(=O)c1ccccc1NC(=O)COc1ccccc1	6	-0.1	x	2	x	-4	x	-18
CCCS(=O)(=O)NC(=O)C1(C)CCN(C(=O)c2cc(OC)c(OC)c(OC)c2)C1 (centres undefined)	-6	x	4	4	-1	-9	-16	x
C[C@@H]1CN([C@@H](C)CO)C(=O)c2cccc(NC(=O)Nc3ccc4c(c3)OCO4)c2O[C@@H]1CN(C)C(=O)Nc1ccc2c(c1)OCO2	-1	-0.4	2	-5	3	-7	5	10
COc1ccc(-c2cc(=O)oc3cc(OCC(C)=O)ccc23)cc1	-5	u	1	0	15	-12	-6	-10
O=C(Nc1ccccc1F)N[C@@H]1CC[C@H](CCNC(=O)C2CCOCC2)O[C@@H]1CO	1	-0.3	0	1	-4	8	-1	6
CCOc1cccc(NC(=O)C2CC(=O)NC(=Nc3ccccc3)S2)c1 (centres undefined)	x	x	-6	x	-4	x	-6	-5
O=C(c1ccncc1)N1N=C(c2ccc(Br)cc2)CC1c1ccccc1O (centres undefined)	0	x	1	-3	3	-14	-6	-3
Cn1c(-c2ccccc2)c(CCO)c2ccccc21	x	x	5	x	-5	x	8	16
COc1cccc(/C=C/C(=O)OCC(=O)NCC2CCCCC2)c1OC	-1	-0.1	-1	-4	-1	3	-8	2
C/C=C/c1ccccc1OCc1ccc(C(=O)OC)o1	x	x	-4	x	8	x	-7	-7
C[C@@H]1CN([C@H](C)CO)C(=O)Cc2cc(NC(=O)Nc3ccc4c(c3)OCO4)ccc2O[C@H]1CN(C)Cc1ccc2c(c1)OCO2	0	-0.1	4	14	1	0	-9	-5
COc1ccc(N2CCN(CC(=O)NC(=O)NCc3ccccc3)CC2)cc1	0	-0.8	3	-5	4	3	-8	9
Cc1ccc(/C(N)=N/OC(=O)c2ccc3ccccc3c2)cc1	55*	0.4	-2	4	x	-1	-3	-8
Cc1ccc(CN2C(=O)CSCC2(C)C(=O)NC(C)C)cc1 (centres undefined)	0	0.0	x	0	x	-8	x	x
COc1ccccc1C(=O)N1C[C@H]2[C@@H](c3ccccc31)[C@H](CO)N2C(=O)C1CCCC1	0	0.0	-1	-2	-5	20	-9	-12
COc1ccccc1S(=O)(=O)N(C)C[C@H]1OCc2ccccc2-c2ccccc2C(=O)N([C@@H](C)CO)C[C@@H]1C	3	-0.2	-3	-1	0	2	-2	10
COC(=O)CCc1sc(Nc2ccccc2)nc1-c1ccc(OC)cc1	x	0.1	-6	x	x	x	-1	23
O=C(/C=C(\Nc1cccc(C(F)(F)F)c1)c1ccccc1)c1ccccc1	2	-0.3	x	0	x	16	x	x
CC(=O)c1ccc(NC(=O)c2ccc(N3CCCC3=O)cc2)cc1	2	0.9	2	-4	13	-9	10	-1
O=C1c2cccc(OCc3ccc(F)cc3)c2CCN1Cc1ccc(F)cc1	1	-2.3	x	-1	x	-6	x	-4
Oc1c(CN2CCCCC2)ccc2cccnc12	69*	-0.3	-3	12	-26	63*	4	89*
COc1ccc(S(=O)(=O)N(C)C[C@H]2Oc3ccc(NS(=O)(=O)c4ccc(F)cc4)cc3C(=O)N([C@H](C)CO)C[C@H]2C)cc1	0	0.0	0	-11	0	15	-7	-5
CCOC1=C2[C@H](c3cccc(Cl)c3)N(S(=O)(=O)c3ccc(C)cc3)C[C@H]2n2c(=O)n(-c3ccccc3)c(=O)n2C1	-2	x	-2	9	-2	-28	-2	x
CCOc1ccccc1NC(=S)N1C2CCC1CC(NC(=O)NC13CC4CC(CC(C4)C1)C3)C2 (centres undefined)	2	x	-6	-3	-1	0	3	-1

Looked up by compound from above (two):
SMILES	Casp6 inh	E-selectin induc	PglD inh	ERp5 inh	esBAF inh	RAD52 anneal inh	RAD54 branch	ARNT TACC3 PPI
Oc1c(CN2CCCCC2)ccc2cccnc12	69*	-0.3	-3	12	-26	63*	4	89*
COc1ccc(N2CCN(CC(=O)NC(=O)NCc3ccccc3)CC2)cc1	0	-0.8	3	-5	4	3	-8	9
